Screening data deposited in PubChem BioAssay by several laboratories.
PhoP inhibition: PhoP-dependent GFP reporter repression – Salmonella Typhimurium, primary screen (AID 1863). 300,000 compounds, 0.16% hits. inhibition, % at 50 µM; hits with a dose series show IC50 in µM. S. Typhimurium PhoP-regulated promoter GFP reporter, 4 h; higher % means a stronger effect;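 active = inhibition over 29.93%, a cutoff 3 SD above the screen mean, later confirmed by dose response; inconclusive = inhibition over 29.93% but no dose response follow-up; inactive = inhibition at most 29.93% or unconfirmed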;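 note: 0% = low Mg2+ inducing control and 100% = high Mg2+ repressing control; strong numbers were not always called active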
KOR beta-arrestin-1: kappa opioid receptor blockers – cell-based, luminescence, uHTS (AID 1778). KOR beta-arrestin recruitment, luminescence, antagonist mode; higher % means a stronger effect. one-dose inhibition, % at 10 µM; IC50 in µM for titrated hits. 290,000 compounds, 0.091% hits; in the data active = inhibition above about 50%; note: strong numbers were not always called active
GPR55 LPI antagonism: GPR55 antagonists blocking LPI-driven arrestin recruitment, primary screen, imaging, U2OS, beta-arrestin-GFP, LPI agonist (AID 2013); U2OS GPR55 beta-arrestin-GFP translocation imaging, LPI antagonism; higher % means a stronger effect; inhibition, % at 10 µM; hits with a dose series show IC50 in µM; 290,000 compounds, 0.13% hits;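 active = spots per cell inhibited over 60%, with over 100 cells counted and total cytoplasm intensity under 500,000; inconclusive = wells with under 100 cells, flagged as likely toxic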;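 note: U2OS cells stably carrying GPR55 and arrestin-GFP stimulated by 5 µM LPI near EC80; imaged beta-arrestin-GFP aggregate spots per cell after agonist stimulation; plate controls were LPI-stimulated DMSO wells for no effect and DMSO wells without LPI for full effect; some results filed as inactive read as strong as hits; confirmed hits need IC50 under 10 µM and bright autofluorescent wells are also inconclusive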
KOR beta-arrestin-2: KOR agonists, beta-arrestin recruitment, primary screen, cell-based, luminescence, uHTS (AID 1777) | 280,000 compounds, 0.02% hits | one-dose activation, % at 10 µM; EC50 in µM for titrated hits | KOR beta-arrestin recruitment, luminescence; higher % means a stronger effect; in the data active = activation above about 50%, passing the limit was not always enough; note: a part of the inactive calls stands beside numbers as strong as those of hits
West Nile antiviral: West Nile virus antiviral activity, cell-based, CPE readout (AID 1621); West Nile virus-infected cells, CPE inhibition; higher % means a stronger effect; one-dose CPE inhibition, % at 10 µM; IC50 in µM for titrated hits; 290,000 compounds, 0.02% hits; in the data active = a potency from the dose series; inconclusive = CPE inhibition mostly from about 3.7% at the one dose, without a potency; inactive = the rest, 99 in 100 with CPE inhibition below about 2.2%; note: strong numbers were not always called active
GPR35 arrestin U2OS: inhibition of zaprinast-stimulated GPR35 beta-arrestin translocation – imaging, U2OS, beta-arrestin-GFP, zaprinast agonist, primary screen (AID 2058) | U2OS GPR35 beta-arrestin-GFP translocation imaging, zaprinast antagonism; higher % means a stronger effect | one-dose inhibition, % at 10 µM; IC50 in µM for titrated hits | 290,000 compounds, 0.052% hits;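 active = inhibition of at least 50% with at least 30 cells and total cytoplasm GFP at most 10,000,000; inconclusive = under 30 cells or total GFP of 10,000,000 plus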
T cell modulator: T cell immune modulation candidate; 2C CD8+ T cell-vesicle binding, flow cytometry; hits give low values; calls only at 7 µM; 330,000 compounds, 0.068% hits; AID 2052;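 active = response, share of CD8 T cells binding vesicles, and their 90th percentile fluorescence all below set limits, cut at about 80% in these data, passing the limit was not always enough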
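incubation = binding step 1.5 h, 37 °C, antibody labelling 20 min, ice | test system = 2C mouse CD8+ T cells | read-out basis = percent CD8+ FL2 mean versus row control | controls = Peptide-free naked vesicles (low) and QL9 vesicles with 0.7% DMSO vehicle (high) | detection = flow cytometry of vesicle-bound cells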
NTR1 ag: NTR1-driven beta-arrestin-GFP spot formation – imaging, U2OS cells, high content, primary screen (AID 493036). P30989. agonist mode. activation, % at 20 µM. 330,000 compounds, 0.17% hits;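 active = activation at or above 40% of the spot to cytoplasm intensity ratio, with at least 20 cells analyzed; inconclusive = wells under 20 cells, flagged as cytotoxic or low count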;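 note: 0% = DMSO without peptide and 100% = 100 nM NTR1 peptide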
Target sequence (P30989 whole entry, looked up): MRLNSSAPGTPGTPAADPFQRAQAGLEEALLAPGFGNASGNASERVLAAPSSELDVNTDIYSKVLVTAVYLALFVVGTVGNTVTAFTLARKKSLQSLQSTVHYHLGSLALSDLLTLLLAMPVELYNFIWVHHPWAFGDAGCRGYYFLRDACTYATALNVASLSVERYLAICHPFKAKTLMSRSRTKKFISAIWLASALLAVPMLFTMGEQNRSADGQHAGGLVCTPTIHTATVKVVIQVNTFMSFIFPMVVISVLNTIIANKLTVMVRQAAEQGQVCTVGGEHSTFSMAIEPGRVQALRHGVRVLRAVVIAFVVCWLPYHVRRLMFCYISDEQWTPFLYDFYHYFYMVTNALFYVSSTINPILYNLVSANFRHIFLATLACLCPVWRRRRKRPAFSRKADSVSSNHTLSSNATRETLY
GPR55 activation: GPR55 agonists via beta-arrestin recruitment, primary screen, imaging, U2OS cells, beta-arrestin-GFP redistribution (AID 1961); U2OS GPR55 beta-arrestin-GFP redistribution imaging; higher % means a stronger effect; activation, % at 10 µM; hits with a dose series show EC50 in µM; 290,000 compounds, 0.048% hits;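 active = activation above 40% with more than 50 cells counted in the well; inconclusive = wells holding fewer than 50 cells, flagged as toxic or sparse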;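 note: U2OS osteosarcoma cells stably expressing GPR55 and beta-arrestin-GFP; plate controls were DMSO negative control for no effect and LPI positive control for full effect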
T cell modulator vesicle-bound %: further read-out of T cell modulator, marked with its call; double positive events, %; measured here: CD8+ vesicle-bound cell fraction;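 binding gate set so that unloaded-vesicle control wells show 10% double positive cells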
NTR1 ag cell count 20 µM: second read-out of NTR1 ag, no call of its own (marks repeat the call); cell count; measured here: cell count, cytotoxicity flag
Numbers without * were called inactive; i = inactive; ? = inconclusive; / = not tested or not shown; [ ] = remark or other dose.

cpd	SMILES	KOR beta-arrestin-1	PhoP inhibition	GPR35 arrestin U2OS	GPR55 activation	West Nile antiviral	T cell modulator vesicle-bound %	T cell modulator	NTR1 ag	GPR55 LPI antagonism	NTR1 ag cell count 20 µM	KOR beta-arrestin-2
1	O=C(/C=N/O)NCCN1CCCCC1	29.9%	-10.4%	-10.9%	-0.2%	-0.5%	16.2	i	1.2	4.5%	39	3.6%
2	Cc1ccnn1CCC(=O)N1CCCC(Nc2ccc(F)c(F)c2)C1 (centres undefined)	-8.0%	15.0%	13.5%	0.2%	-0.7%	43.5	i	-0.3	1.1%	74	2.6%
3	COC(=O)c1cc(C(=O)OC)n(Cc2ccc(F)cc2)n1	30.5%	-15.3%	-20.5%	0.4%	1.4%	53.3	i	-0.5	5.6%	47	-1.9%
4	C/C(N)=C(/C#N)C(=O)CN1C(=O)NC(Cc2c[nH]c3ccccc23)C1=O (centres undefined)	-36.4%	1.6%	19.9%	-0.1%	-0.2%	52.3	i	-1.2	-4.8%	79	-4.6%
5	CC1C/C(=N\NC(=S)NCc2ccccc2)CC(C)(C)C1 (centres undefined)	28.2%	3.4%	3.9%	-0.1%	-0.3%	26.8	i	-4.3	3.6%	100	2.4%
6	Cc1cc(C)c(NC(=O)COC(=O)c2ccc([N+](=O)[O-])s2)c(C)c1	23.6%	12.5%	2.9%	-0.3%	0.5%	56.5	i	1.1	-6.0%	39	-1.3%
7	C=CCSc1nnc(-c2cccnc2)o1	-23.3%	5.6%	7.1%	-0.3%	0.1%	40.1	i	0.7	-14.2%	51	-2.9%
8	Cc1ccccc1-c1nc(CS(=O)(=O)CC(=O)Nc2cc(F)ccc2F)c(C)o1	21.2%	0.0%	0.3%	0.2%	-0.1%	16.6	i	6.0	8.4%	95	-0.8%
9	CC(C)c1ccccc1NC(=O)C1C2C=CC(C2)C1C(=O)O (centres undefined)	-38.6%[20 µM]	-1.0%	-4.1%	-0.3%	-0.5%	32.0	i	1.7	-3.3%	61	-3.7%
10	Cc1cc(C)cc(N(CC(=O)NC2CCCCC2)C(=O)CCC(=O)Nc2cc(C)ccn2)c1	-25.2%	/	-5.9%	0.2%	/	/	/	/	11.4%	/	0.9%
11	COc1ccc(C(=O)N(C)CC(O)c2ccccc2)cc1OC1CCN(C(C)=O)CC1 (centres undefined)	13.3%	-0.2%	-1.9%	-0.1%	-0.2%	37.7	i	-1.0	-19.1%	78	-2.5%
12	Cc1c(-c2ccc(F)cc2)[n+](=O)c2c(n1[O-])CCCCC2	-15.3%	-8.5%	5.8%	0.0%	0.4%	36.8	i	1.8	-6.3%	63	3.4%
13	CCCOc1ccc(OCCSc2nnc(N)s2)cc1	10.9%	-6.3%	0.3%	-0.1%	-0.1%	62.6	i	1.1	11.5%	51	-2.6%
14	O=S(=O)(c1ccc(Oc2ccc3oc4ccccc4c3c2)nc1)N1CCCC1	-24.3%	4.4%	6.6%	-0.1%	-0.8%	20.6	i	2.6	-3.0%	85	6.9%
15	Nc1cc(N)nc(SCCOc2ccccc2F)n1	-12.3%	-11.2%	-5.0%	-0.5%	-1.1%	21.4	i	-2.7	-10.1%	82	3.0%
16	Brc1cccc(CN2CCN(c3ncccn3)CC2)c1	30.1%[20 µM]	-5.4%	4.8%	0.7%	-0.3%	52.7	i	-0.4	5.1%	67	-5.9%
17	O=C(CSc1nccc(=O)[nH]1)N1CCN(c2ccccc2)CC1	4.0%	-4.8%	-6.8%	-0.1%	-0.4%	25.6	i	0.1	-8.2%	40	1.5%
18	CCCN1CCN(CCCNC(=O)c2ccc3nc(N4CCC(C)CC4)sc3c2)CC1	-26.9%[20 µM]	/	19.8%	-0.1%	17.3%	23.5	i	0.6	3.2%	33	-0.2%
19	C/C(=N\NC(=O)Cn1nc(C)c([N+](=O)[O-])c1C)c1ccc(Cl)s1	15.9%	1.5%	5.1%	-0.2%	0.2%	43.2	i	0.8	4.8%	60	5.1%
20	O=C(O)c1c2c(nc3ccc(S(=O)(=O)N4CCC(C(=O)NC5CCCC5)CC4)cc13)CCCCC2	-40.8%	7.4%	-3.6%	-0.2%	-0.1%	32.2	i	-0.9	-11.7%	104	-5.9%
21	O=C(/C=N/O)NCC1CCNCC1	-0.2%	-10.3%	11.9%	0.6%	-0.1%	49.7	i	0.3	2.1%	33	3.1%
22	Cc1cc(/C=C(\C#N)C(=O)Nc2ccccc2)c(C)n1-c1ccc2c(c1)OCO2	-2.9%	-4.1%	8.1%	0.3%	0.6%	9.9	i	2.8	-3.9%	58	-2.9%
23	CNCCCNC(=O)c1ccc(/C=N/O)nc1	-39.5%	-6.8%	2.6%	0.1%	0.4%	6.3	i	0.3	6.3%	66	1.1%
24	O=C(O)c1ccc(NC(=O)c2cn(-c3ccccc3)nc2-c2ccc(F)cc2)cc1	-12.1%	-11.7%	-5.8%	-0.6%	0.4%	36.1	i	-0.5	-2.0%	71	-3.3%
25	O=[N+]([O-])c1ccccc1OCC(O)CNC1CCCC1 (centres undefined)	20.6%	-3.3%	-0.1%	1.5%	0.0%	40.0	i	0.4	-9.9%	60	-0.6%

(list continues)
cpd	SMILES	KOR beta-arrestin-1	PhoP inhibition	GPR35 arrestin U2OS	GPR55 activation	West Nile antiviral	T cell modulator vesicle-bound %	T cell modulator	NTR1 ag	GPR55 LPI antagonism	NTR1 ag cell count 20 µM	KOR beta-arrestin-2
26	Cc1ccc(Cc2nc3ccccc3[nH]2)cc1	-11.4%	1.7%	5.4%	0.0%	-0.1%	20.6	i	/	12.5%	/	4.3%
27	Cn1cc(/C=N/NC(=O)COc2ccccc2[N+](=O)[O-])c2ccccc21	-1.0%	-13.8%	0.5%	-0.3%	0.0%	50.6	i	-0.4	5.3%	88	2.8%
28	CCN(CC)c1ccc(/C=N/NC(=S)NCc2ccccc2)c(O)c1	10.9%	37.7%	6.1%	-0.3%	-0.3%	40.5	i	4.9	4.3%	55	-0.8%
29	CCCCN(CCCNC(=O)C1CCCN(S(=O)(=O)CCC)C1)Cc1ccccc1 (centres undefined)	31.1%	7.6%	9.2%	0.0%	-0.4%	33.4	i	1.3	4.0%	88	-2.9%
30	CCOc1cccc(/C=N/NS(=O)(=O)c2ccc(C)c([N+](=O)[O-])c2)c1O	12.9%	0.8%	2.1%	0.3%	-0.2%	54.3	i	0.0	17.9%	50	-4.5%
31	C=CCNc1nc(Nc2ccc(Cl)cc2)nc(OC)n1	-0.7%	-6.8%	1.6%	-0.4%	-0.5%	45.8	i	-1.5	8.3%	102	-1.3%
32	CCOCCCNC(=O)C1(O)c2cc(Br)ccc2NC(=O)N1c1ccc(OCC)cc1 (centres undefined)	-1.9%	4.0%	-11.6%	-0.1%	0.5%	26.5	i	-0.5	-4.5%	75	-2.4%
33	Cc1ccccc1NC(=O)c1ccccc1O	22.9%	13.8%	-4.5%	0.3%	-0.9%	28.1	i	1.0	1.3%	83	-4.6%
34	COc1ccc(C2=NCC(CSc3nnnn3C)S2)cc1 (centres undefined)	-1.6%	-4.0%	-4.0%	0.6%	0.0%	34.1	i	-1.6	2.9%	89	14.7%
35	COCCNC(=O)Cn1nc(-c2ccccc2C)ccc1=O	-19.5%[20 µM]	0.1%	-5.5%	0.0%	-0.4%	47.7	i	-1.5	-3.4%	48	1.3%
36	CCNC(=O)COC(=O)c1ccc(-n2nc(C)cc2C)cc1	-0.7%	-5.6%	-12.0%	-0.3%	0.8%	56.0	i	1.8	7.5%	61	-4.0%
37	COc1ccc(CNC(=O)c2cccc3c2C(=O)N(CC2CCCO2)C3)cc1 (centres undefined)	-6.9%[20 µM]	/	-1.9%	-0.1%	-0.9%	23.5	i	5.7	1.3%	47	6.9%
38	CN(CP(=O)(O)CCc1ccccc1)S(C)(=O)=O	-13.1%	-8.0%	8.8%	0.2%	-0.3%	43.7	i	-0.5	9.8%	79	-0.1%
39	Cc1n[nH]c(=S)n1/N=C/c1ccc(-c2ccccc2[N+](=O)[O-])o1	13.7%	-0.8%	11.4%	-0.2%	0.6%	51.1	i	1.1	10.0%	62	/
40	CCOC(=O)C1CCCN(C(=O)c2ccc3c(c2)NC(=O)C(N2CCOCC2)S3)C1 (centres undefined)	-25.2%	-11.1%	7.3%	-0.1%	-0.4%	27.0	i	0.0	1.6%	44	-2.1%
41	c1ccc2c(c1)nc(-c1ccncc1)n2CCNc1nc(CN2CCCCC2)cs1	/	3.7%	11.7%	-0.2%	0.1%	50.4	i	3.9	9.6%	95	/
42	N#C/C(=C/c1ccc(F)cc1)c1nc(CCN2C(=O)c3ccccc3C2=O)cs1	-13.6%	11.9%	-6.6%	-0.3%	-0.3%	31.8	i	13.9	3.7%	65	-0.2%
43	Cc1ccc(-c2nn(-c3ccccc3)cc2/C=N/NC(=O)c2ccc3c(c2)OCO3)cc1	-1.9%	11.1%	-7.5%	-0.1%	?	47.4	i	1.3	10.2%	57	7.0%
44	COc1ccc(Cl)cc1NC(=O)c1cccc(NC(=O)CCC(=O)O)c1	1.0%	-8.5%	1.6%	-0.2%	0.0%	19.5	i	0.3	7.6%	41	-3.2%
45	O=C(COc1ccc(Cl)cc1)NCCCNC(=O)c1ccncc1	-32.4%	-3.7%	0.1%	-0.1%	0.3%	46.8	i	0.5	-14.4%	58	1.3%
46	Cc1nn(C)cc1NC(=O)c1cc2nc(-c3ccco3)cc(C(F)(F)F)n2n1	-6.7%	-2.4%	-1.8%	-0.1%	-0.1%	20.0	i	2.5	2.1%	63	3.5%
